Bioassay records deposited in PubChem by several laboratories.
bCat KO growth – primary screen for growth suppressors in beta-catenin knockout HCT116 cells (colon tumor, human); HCT116 beta-catenin knockout viability, CellTiter-Glo, 60 h; hits give low values; viability, % at 10 µM; 140,000 compounds, 1.5% hits; AID 818, 2007;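 active means viability at or under a set limit, the compound median less 4 SD, cut at about 6% in these data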;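 further: 0% = Hyamine 1622 control at 20 µM and 100% = untreated cell control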
Measles CPE – compounds protecting cells from measles virus cytopathic effect, primary screen, measles RdRp inhibitor project, single point, MLSMR library, absorbance. AID 841, 2007. 140,000 compounds, 1.5% hits. Measles virus-infected cells, CPE protection. protection (pct of control), % at 4 µM; in the data active means protection mostly above about 24%, no sharp cut-off; inactive means mostly below about 26%; further: some compounds called inactive have numbers as strong as hits
Phagocytosis inh – inhibitors of macrophage phagocytosis, primary screen, imaging, J774A.1 cells, IgG beads. J774A.1 macrophage IgG-bead phagocytosis. inhibition, % at 5 µM. 110,000 compounds, 0.07% hits. AID 1029, 2008;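 active means inhibition above the mean of the plate negative controls plus 5 SD, cut at about 13% in these data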;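 further: phagocytic index as fraction of beads internalized from green versus red external bead signal; plate controls were DMSO negative control for no effect and cytochalasin-D positive control for full effect; some results beyond the cut were filed as inactive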
PTEN del growth – growth suppression of PTEN-null HCT116, primary screen, cell-based, CellTiter-Glo; HCT116 PTEN-null viability, 60 h; hits give low values; viability, % at 10 µM; 140,000 compounds, 1.2% hits; AID 827, 2007;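 active means viability at or below a set limit, 4 SD under the median of all tested compounds, cut at about 3.7% in these data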;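 further: PTEN knockout HCT116 line with beta catenin targeted HCT116 as companion control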
E-sel TNF inh – E-selectin induction blockers in HUVEC – imaging, immunofluorescence, high content, primary screen | HUVEC TNFa-induced E-selectin immunofluorescence | 120,000 compounds, 0.71% hits | inhibition, % at 2 µM | AID 1246, 2008;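 active means inhibition above the batch mean plus 3 SD, and confirmed as a hit on visual image review, cut at about 43% in these data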;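 further: 0% = TNF-stimulated DMSO wells and 100% = unstimulated control wells; not every result past the cut was called active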
NPY-Y2 antag – NPY-Y2 receptor antagonists, primary screen, cell-based; Neuropeptide Y receptor type 2 (Homo sapiens), P49146; NPY-Y2 expressing cells, antagonist mode; inhibition, % at 2.7 µM; 140,000 compounds, 0.99% hits; in the data active means inhibition above about 17%;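 further: 0% = vehicle with agonist challenge and 100% = reference antagonist with challenge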
Target sequence (P49146 whole entry, looked up): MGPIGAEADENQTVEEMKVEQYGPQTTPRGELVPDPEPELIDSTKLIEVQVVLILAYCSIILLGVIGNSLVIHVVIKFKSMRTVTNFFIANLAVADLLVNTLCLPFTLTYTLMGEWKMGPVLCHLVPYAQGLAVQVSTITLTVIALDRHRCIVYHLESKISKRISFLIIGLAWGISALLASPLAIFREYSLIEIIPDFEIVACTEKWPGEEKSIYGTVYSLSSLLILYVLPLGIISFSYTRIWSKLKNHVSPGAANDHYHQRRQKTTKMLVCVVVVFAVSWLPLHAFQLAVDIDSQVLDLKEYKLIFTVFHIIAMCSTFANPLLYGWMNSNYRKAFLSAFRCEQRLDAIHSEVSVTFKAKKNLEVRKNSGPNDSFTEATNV
GALR2 blocker – GALR2 antagonists in receptor-expressing cells, primary screen. Galanin receptor type 2 (Homo sapiens), O43603. antagonist mode. inhibition, % at 4 µM. 140,000 compounds, 0.39% hits. AID 828, 2007; in the data active means inhibition above about 27%;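 further: cells stimulated with galanin 1-16 at roughly its EC80; 0% = agonist challenge control and 100% = basal control without agonist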
Target sequence (O43603 whole entry, looked up): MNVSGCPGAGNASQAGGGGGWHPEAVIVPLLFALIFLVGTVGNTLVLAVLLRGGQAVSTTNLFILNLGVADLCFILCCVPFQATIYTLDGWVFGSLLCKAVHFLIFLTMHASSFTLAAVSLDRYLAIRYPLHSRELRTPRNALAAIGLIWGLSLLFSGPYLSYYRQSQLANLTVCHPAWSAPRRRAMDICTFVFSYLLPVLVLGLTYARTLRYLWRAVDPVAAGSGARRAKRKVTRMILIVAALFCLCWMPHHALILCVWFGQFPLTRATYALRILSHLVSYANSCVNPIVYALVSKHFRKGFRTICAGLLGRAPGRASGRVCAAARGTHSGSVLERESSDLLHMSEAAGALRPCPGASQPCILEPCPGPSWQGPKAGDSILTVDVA
MRP-1 activ – H69AR viability gain despite doxorubicin, primary screen, MRP-1 activator project, H69AR cells, CellTiter-Glo; viability increase, % at 10 µM; 140,000 compounds, 0.61% hits; viability rescue; AID 799, 2007;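 active means viability gain under doxorubicin at or above a set limit, the compound median plus 3 SD, cut at about 4.7% in these data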;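 further: MRP-1 overexpressing cells given doxorubicin 25 µM after compound pretreatment; 18-22 h compound pretreatment then 72 h with doxorubicin before readout; 0% = doxorubicin-only wells and 100% = vehicle-treated cells without doxorubicin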
Yeast growth inh – growth inhibitors of yeast BB579 in restrictive medium, primary screen, yeast lifespan-shortening project, S. cerevisiae | OD615, 48 h | inhibition, % at 10 µM | 140,000 compounds, 0.51% hits | AID 804, 2007;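 active means inhibition above a set limit, 3 SD over the mean compound inhibition, cut at about 44% in these data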; further: inactives centre near -24
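test system = yeast BB579 (DeaD) | buffer or medium = restrictive CSMM-D medium | doses = single compound dose of 10 µM, 0.25% DMSO final | times = 4 h preincubation and 48 h exposure at 30 °C | technique = culture absorbance at 615 nm | benchmarks = amphotericin B 10 µg/mL, positive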
Yeast life ext – compounds extending yeast replicative lifespan, primary screen, S. cerevisiae, OD615 | 130,000 compounds, 0.68% hits | S. cerevisiae growth with nicotinamide; deaD strain in restrictive glucose medium | inhibition of the nicotinamide effect, % at 10 µM;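 active means inhibition above a set limit, placed 3 SD over the median of all compounds, cut at about 26% in these data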;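 further: 0% = nicotinamide-treated wells and 100% = cells grown without nicotinamide; some compounds called inactive have numbers as strong as hits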
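Test system: DeaD-strain S. cerevisiae / Buffer or medium: restrictive glucose medium / Also added: nicotinamide 1.5 mM / Doses: one concentration, 10 µM, DMSO 0.25% / Schedule: 48 h at 30 °C / Signal: OD615 measurement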
* = called active by the depositor; nt = no result given.

SMILES	bCat KO growth	Measles CPE	Phagocytosis inh	PTEN del growth	E-sel TNF inh	NPY-Y2 antag	GALR2 blocker	MRP-1 activ	Yeast growth inh	Yeast life ext
CC(C)c1nnc(NC(=O)c2cccc(-n3cnnn3)c2)s1	98.3	0.8	-0.3	99.2	0.4	6.1	-4.2	-0.3	-20.9	-6.9
C=CCn1c(SCC(=O)Nc2nc(C)cs2)nnc1C(C)NC(=O)c1ccccc1Cl (configuration not stated)	86.1	18.1	nt	103.0	-25.1	2.1	0.6	-2.9	-2.0	nt
CC(=O)Nc1ccc(N=Cc2ccc[nH]2)cc1	101.6	14.8	-1.3	93.9	-4.0	1.3	-15.9	0.0	-12.0	-6.8
Cc1ccc(C(C)C)c(OCCCN2C(=O)NC(C)(C)C2=O)c1	70.6	8.2	-1.0	80.2	7.3	3.2	0.1	-1.6	-32.7	-9.9
CC1=CC(C#N)(C#N)C(C#N)(C#N)C(c2ccccc2)N1 (configuration not stated)	103.2	4.4	-0.4	98.5	-9.7	-1.5	15.8	0.9	-20.0	-22.9
NNC(=O)c1ccc(COc2cccc3ccccc23)cc1	79.9	7.1	-5.0	86.2	-0.2	-0.1	-8.1	0.3	89.8*	-8.2
CC(=O)NS(=O)(=O)c1ccc(NC(=S)NC(=O)COc2ccccc2C)cc1	94.5	22.7	-3.1	100.0	nt	3.6	7.9	-1.4	-1.7	0.9
O=C1C(c2ccnc3ccccc23)=C(O)c2ccccc21	9.9	0.5	nt	6.9	-30.1	2.9	-7.2	-6.8	13.2	nt
O=C(O)CCCn1c(=O)[nH]c2ccccc2c1=O	92.0	7.2	-2.5	97.0	-17.3	2.0	6.1	0.2	-19.5	-7.4
COc1ccc(Cc2nc(C(=O)Nc3ccccc3)cs2)cc1	36.9	66.5*	-0.1	59.1	11.0	18.3*	11.2	1.0	-0.3	-20.4
Cc1ccc(S(=O)(=O)Oc2ccc(C3C4=C(CCCC4=O)N(CCC(=O)O)C4=C3C(=O)CCC4)cc2Cl)cc1	87.9	3.7	-4.6	99.5	nt	1.3	8.8	0.4	-34.7	0.0
O=P(/C(=N/O)Sc1ccccc1)(N1CCOCC1)N1CCOCC1	79.1	1.8	-1.2	74.9	nt	-2.5	-1.2	-0.1	-0.7	-11.0
CCN(CC)C(=O)CSc1nnc([C@H](CCSC)NC(=O)OC(C)(C)C)o1	106.3	-1.3	0.1	100.7	3.8	-0.8	-9.8	-0.5	-24.5	-9.1
COc1ccc(C(=O)NC2(C(F)(F)F)NC(=O)N(CCCc3ccccc3)C2=O)cc1OC (configuration not stated)	90.8	5.4	nt	89.9	14.5	0.4	-1.1	-0.8	-23.5	3.3
Cc1c(Cc2ccccc2)c(=O)oc2cc(OC(=O)c3ccccc3)ccc12	92.7	7.9	0.1	94.2	-26.5	0.2	6.1	-2.4	-43.2	-7.5
O=C(CSc1nnc(Cc2cccs2)n1-c1ccc(Cl)cc1)NCc1ccc2c(c1)OCO2	91.4	3.9	-2.1	98.3	-9.8	-1.1	-4.9	0.2	-12.9	-4.5
Cc1ccc(-n2ncc3c(=O)n(CC(=O)NCc4ccco4)cnc32)cc1	83.7	10.7	nt	73.1	-5.3	5.0	-9.7	-2.7	-19.8	-1.7
Cc1ccc(S(=O)(=O)CCCS(=O)(=O)c2ccc(C)cc2)cc1	89.9	23.8	nt	94.5	35.1	3.5	8.1	-2.4	-18.8	0.8
Cn1c(C(=O)NCc2ccco2)cc2c(=O)[nH]c3ccccc3c21	89.4	31.4	-0.7	90.7	nt	10.7	2.1	-2.8	-26.1	-6.5
COc1ccc(-c2nc(NC(=O)Cn3ccc(C(F)(F)F)n3)sc2C)cc1	37.5	13.5	-0.1	56.4	6.1	0.0	14.2	-0.3	-65.7	-9.9
CCOC(=O)c1sc(=NC(=O)c2cccc(OC)c2)n(C)c1C	90.8	36.5	3.0	96.8	41.4	-1.0	2.6	1.1	-33.1	2.3
COc1cccc(C(=O)Nc2cccnc2)c1	102.8	16.0	1.0	104.8	13.2	4.0	-6.5	0.8	-36.4	-6.2
COC(CNc1cc(=O)oc2ccccc12)OC	96.3	5.7	-0.7	104.3	0.5	3.7	-13.3	-0.8	-94.0	-0.8
COc1ccc(CCNC(=O)c2cc3sc(Cl)cc3n2C)cc1OC	97.9	5.4	-0.4	100.6	nt	9.1	2.4	0.3	-9.4	-10.7
COC(=O)Cn1nnc(-c2cccc(OC)c2)n1	101.9	2.3	-1.5	97.5	14.3	3.3	5.2	0.7	-10.0	-6.2

Going on with the list:
SMILES	bCat KO growth	Measles CPE	Phagocytosis inh	PTEN del growth	E-sel TNF inh	NPY-Y2 antag	GALR2 blocker	MRP-1 activ	Yeast growth inh	Yeast life ext
CCc1ccccc1NC(=O)Cn1nnc(-c2cccnc2)n1	91.9	13.8	-0.9	80.6	nt	2.6	0.8	-0.5	-17.2	-10.2
N#C/C(=C\c1cccs1)c1nc2ccccc2[nH]1	79.9	17.0	-3.0	87.2	nt	3.1	32.5*	-1.7	-6.7	-1.5
COc1ccccc1N1CCN(C(=O)CSc2nnc(NC(=O)c3ccco3)s2)CC1	93.0	24.7	-2.9	100.5	nt	-2.2	2.4	-2.3	-32.2	0.9
COCC(=O)NCCNc1nc2ccc(C)cc2cc1C	73.0	14.0	-0.2	90.4	nt	3.0	6.6	-1.4	1.4	-10.0
O=C(CNS(=O)(=O)c1ccc(Br)cc1)N1CCOCC1	105.2	17.6	-2.8	100.7	18.6	1.7	6.2	-1.7	-30.7	-5.0
Cc1cccc(OCc2nnc(SCC(=O)Nc3ccc(C)c(C)c3)o2)c1	90.8	8.0	nt	92.9	nt	2.2	-5.1	-1.7	-23.1	nt
CCOC(=O)N1CCN(C2OC(=O)c3ccccc32)CC1 (configuration not stated)	94.0	3.8	-0.5	102.9	-1.3	-2.1	5.9	0.1	-17.9	-16.7
CCOC(=O)c1c(-n2cnnn2)sc(C)c1C	93.2	16.1	5.1	89.0	49.6	-0.4	8.4	-1.9	-24.6	-11.8
CCCCN(Cc1ccccc1)c1ncnc2nc[nH]c12	97.4	23.6	0.3	90.7	-11.0	-0.2	1.9	-2.1	-11.3	-4.5
COc1ccc(S(=O)(=O)N2CCN(CCC(=O)Nc3ccc(F)cc3)CC2)cc1	77.8	4.3	0.5	88.4	17.3	2.3	15.5	-1.9	-33.2	3.0
COc1ccccc1-c1cc(C(=O)Nc2ccc(F)cc2F)no1	27.1	5.3	-1.2	30.5	12.4	3.7	-1.3	-3.7	-21.4	-3.8
COc1ccc(-c2noc(CCC(N)=O)n2)cc1OC	92.4	4.7	-0.6	103.0	79.9*	-1.3	-5.7	-0.7	-46.2	-5.5
CCOC(=O)N1CCC(=NNC(=O)c2ccc(O)cc2)CC1	99.3	16.9	-9.6	94.1	-4.8	6.7	1.6	1.5	-27.1	3.8
O=C(CSc1nc2sc3c(c2c(=O)n1-c1ccccc1)CCCC3)NCc1ccco1	62.1	26.7	0.8	61.8	nt	10.7	1.6	-4.2	-34.0	-7.2
CCOc1ccc2nc(SCC)[nH]c2c1	98.8	24.0	nt	90.8	-4.5	1.5	1.5	-1.4	0.5	-31.1
COc1cccc(/C=N/Nc2ncnc3c2ncn3Cc2ccccc2)c1O	14.3	0.8	-2.8	15.7	nt	3.0	23.6	2.5	-37.5	2.8
Cc1cc(C)n(-c2nc3ccccc3nc2NCCc2ccccc2)n1	57.8	2.0	-0.4	56.3	nt	14.6	0.3	-0.5	9.0	-15.6
CC(=O)N1CN(C2CCCC2)Cc2c1sc1c2CCCC1	86.3	6.7	-0.4	90.0	-31.9	17.9*	6.8	-1.8	-3.3	-5.8
O=C(CCn1c(=O)oc2ccccc21)N1CCN(c2ccc(F)cc2)CC1	100.5	19.0	0.5	101.9	-14.0	0.4	6.1	-2.2	8.8	-2.5
O=C(NCCO)c1ccc(Cl)c(Cl)c1	101.6	2.6	0.0	100.0	-24.3	-0.1	7.5	-0.2	-59.1	-1.1
COc1ccc(C)cc1NC(=O)COC(=O)C1CC1	94.4	2.0	-1.4	100.6	2.2	0.3	-0.9	0.5	-80.5	-12.8
CCCOC(=O)C1C2C=CC(C3CC23)C1C(=O)OCC(=O)c1ccccc1 (configuration not stated)	92.5	6.7	-1.4	96.6	-16.6	7.5	1.4	-3.6	-13.5	4.0
CC1CCN(c2nc3ccc(C(=O)O)cc3s2)CC1	84.4	2.1	-4.3	97.4	-19.9	5.1	11.2	-2.0	-4.8	-8.4
Cc1nc2ccccc2n1CC(=O)N/N=C/c1cccs1	99.6	9.5	-7.6	97.4	-11.8	1.3	-0.6	-2.5	-29.3	2.3
Cc1ccc(OS(=O)(=O)c2ccccc2)c(/C=N/N=C2\NC(=O)C(C)S2)c1 (configuration not stated)	99.0	9.0	nt	104.4	-5.5	1.9	-9.9	-3.2	-54.3	-4.2

Continuation.
SMILES	bCat KO growth	Measles CPE	Phagocytosis inh	PTEN del growth	E-sel TNF inh	NPY-Y2 antag	GALR2 blocker	MRP-1 activ	Yeast growth inh	Yeast life ext
CSCCC(NS(=O)(=O)c1ccc(Cl)cc1)C(=O)OCC(=O)NC1CC1 (configuration not stated)	90.7	4.9	nt	91.5	-42.7	2.0	6.1	-0.2	-25.9	-4.0
NC(=O)NCc1cccc(Cl)c1	83.2	1.5	1.8	99.4	-4.0	-1.1	-1.4	-2.7	-5.8	-4.2
COc1ccc(CCCc2nnc(SCC(=O)Nc3nc(C)cs3)n2C)cc1C	91.5	9.8	0.1	88.1	22.9	3.3	0.7	-0.8	-37.3	1.8
CCOC(=O)c1ccc(Nc2ncnc3c2cnn3C)cc1	110.0	3.5	-0.5	103.9	-14.3	0.5	-1.3	-1.4	-14.4	-13.7
COc1ccc(-c2nc(-c3cccc(C)c3)no2)cc1OC	74.6	10.1	nt	78.5	3.0	6.5	-4.0	5.5*	-19.5	nt
Cc1nc2c(c3c1[nH]c1ccccc13)C(O)CC(C)(C)C2 (configuration not stated)	22.3	6.2	-4.1	27.8	5.0	6.2	5.9	-1.8	-10.0	2.8
CCc1nc(SCC(=O)N2CCN(c3ccccc3)CC2)c2oc3ccccc3c2n1	57.8	9.5	-0.3	66.2	32.8	1.6	-1.7	-0.9	-18.7	-8.5
c1ccc(-n2ncc3c(NCc4ccc5c(c4)OCO5)ncnc32)cc1	83.1	5.9	nt	86.0	10.8	8.2	-3.9	-1.3	-16.6	nt
CCCOn1c(-n2nc(C)cc2C)nc2ccccc2c1=O	92.9	19.8	0.1	94.2	-18.3	5.1	-9.5	-1.6	-12.4	-10.6
Cc1onc(-c2ccccc2Cl)c1C(=O)NCc1ccc(S(N)(=O)=O)cc1	98.6	14.8	0.1	101.7	-12.4	1.9	1.7	-0.3	-44.2	-14.6
COc1cc(C(=O)O)cc(OC)c1OCc1cc(C(=O)O)oc1C	105.2	4.1	-1.2	105.3	-0.3	0.5	-0.2	-2.2	-15.9	-13.6
